# Casp1 inh: caspase-1 (human) inhibition, allosteric or competitive. Potency, µM (highest dose often 57.5 µM), for the others: top-dose activity change, negative = inhibition, actives largely listed as inhibitors. 75,000 compounds, 0.03% hits. Caspase-1 enzyme, Ac-WEHD-AFC fluorogenic rate. AID 900. P29466;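 further: potency means the concentration at half of the fitted maximal effect; plate controls were vehicle for no effect and no substrate for full effect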
# HADH2 inhib: blocks human hydroxyacyl-CoA dehydrogenase type II | recombinant HADH2, NADH fluorescence, beta-hydroxybutyryl-CoA | Potency, µM (top dose mostly 57.1 µM), for the others: at the highest dose activity change, negative = inhibition, most hits filed as inhibitors | Q99714 | 73,000 compounds, 3.4% hits | AID 886; further: potency means the concentration at half of the fitted maximal effect; on the % scale 0 is the no-effect control and ±100 the full control effect; nearly all actives have a fitted effect of over 60% in size; many of its hits are not listed in these tables
#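 20 nM HADH2 + cpd, 15 min RT; add 1 mM NAD+/90 uM beta-hydroxybutyryl-CoA; kinetic fluorescence 360/450 nm, 4 min. Tris-HCl pH 9.0, 0.01% Tween-20.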
# HEK293 cAMP cs: raises cAMP in parental HEK293 cells, TSHR agonist counter-screen | parental HEK293 CNG cAMP sensor, membrane potential fluorescence | 73,000 compounds, 2.5% hits | Potency, µM (titrated, usually from 57.1 µM), for the others: at the highest dose activation, most hits filed as activators; further: potency means the concentration at half of the fitted maximal effect; % of control where 0% means no effect; nearly all actives have a fitted effect of over 55% in size
#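 Counterscreen for endogenous-receptor signalling: CNG-channel HEK 293 cells report cAMP rise by membrane depolarization. After 60 min dye equilibration with 100 uM RO 20-1724, compounds incubated 30 min before bottom-read fluorescence at 590 nm.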
# Tau fil binding: tau filament binding. recombinant tau filaments, thioflavin S fluorescence, 15 h; filaments grown with octadecylsulfate alongside compound. 71,000 compounds, 2% hits. Potency, µM (doses to about 57.1 µM), for inactives: top-dose activity change, negative = inhibition;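 further: potency means the concentration at half of the fitted maximal effect; on the % scale 0 is the no-effect control and ±100 the full control effect; actives lower thioflavin S fluorescence by blocking filaments or displacing dye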
#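 Assay mix: 1 uM His-tagged tau, 30 uM sodium octadecylsulfate, thioflavine S dye in HEPES/NaCl/DTT buffer. Compound is added prior to the inducer. Fluorescence after 15 h at 37 C.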
# 15-hLO inh: blocks human 15-lipoxygenase activity; AID 887; Potency, µM (doses to about 57.1 µM), without a hit: top-dose activity change, negative = inhibition, most hits filed as inhibitors; 74,000 compounds, 1.4% hits; purified 15hLO-1, xylenol orange hydroperoxide absorbance; further: potency means the concentration at half of the fitted maximal effect; on the % scale 0 is the no-effect control and ±100 the full control effect; nearly all actives have a fitted effect of over 55% in size
#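 40 nM 15hLO-1 + cpd, 15 min RT; start w/ 50 uM AA (final), 6 min RT; stop/detect w/ 200 uM XO + 300 uM Fe(II) in 50 mM H2SO4, 30 min; A573/A405. Buffer 25 mM Hepes pH 7.5, 0.01% Triton X-100. No-enzyme wells as negative control.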
# BRCT PPI green: blocks human BRCA1 BRCT binding to phosphopeptide, green readout; P38398; BRCA1 BRCT-phosphopeptide binding, green fluorescence polarization; Potency, µM (doses to about 76.9 µM), for inactives: top-dose activity change, negative = inhibition, hits mostly inhibitors; 75,000 compounds, 0.05% hits; AID 875;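 further: potency means the concentration at half of the fitted maximal effect; plate controls were peptide without protein for full effect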
#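 Fluorescence polarization: His-tagged BRCT (~35 kDa BRCA1 C-terminus, 250 nM) bound to 100 nM fluorescein-labeled phosphorylated 10-aa BACH1 peptide, pH 7.3 phosphate buffer with DTT and Tween 20. Compounds incubated 12 min at room temperature; inhibition read as lowered polarization.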
# BRCT inh red: BRCT-phosphoprotein interaction inhibition (red fluorophore); Potency, µM (doses to about 76.9 µM), inactives show at the highest dose activity change, negative = inhibition, actives largely listed as inhibitors; BRCT-phosphopeptide binding, red fluorescence polarization; AID 892; 75,000 compounds, 0.03% hits; P38398; further: on the % scale 0 is the no-effect control and ±100 the full control effect
#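 Rhodamine-labelled pBACH1 10-mer (100 nM) bound to BRCT domain (100 nM) at pH 7.3; compounds incubated 12 min room temperature, polarization read. Free peptide defines full inhibition; unlabelled decapeptide titrated as control.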
# Rhodamine autofl: compound fluoresces in the rhodamine spectral region; Rhodamine-region fluorescence, 547/598 nm, Tris buffer; active compounds read high; max dye-equivalent concentration, M; 59,000 compounds, 0.05% hits; in the data active means max dye-equivalent concentration above about 11 nM; inconclusive means between about 1.1 nM and that limit
#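 Intensities are converted to rhodamine-equivalent concentration using a six-point rhodamine standard on each plate. Compounds sit 15 min at room temperature in 100 mM Tris buffer, pH 8.0; read uses the 547/598 nm excitation/emission pair.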
# Caspase-7 inhib: caspase-7 (human) inhibition, allosteric or competitive. AID 889. recombinant caspase-7, Ac-DEVD-AFC fluorescence rate. Potency, µM (top dose mostly 57.5 µM), for the others: at the highest dose activity change, negative = inhibition, actives largely listed as inhibitors. 75,000 compounds, 0.02% hits; active means well fitted inhibition curve with a large enough effect in the main read-out, with a control signal flat, not every such curve was filed as active; inconclusive means small, poorly fitted or top-dose-only effect, or a change in a side signal; further: potency means the concentration at half of the fitted maximal effect; % of control where 0% means no effect
# USP2a inh: blocks human ubiquitin-specific protease USP2a. USP2a enzymatic assay, qHTS inhibition. Potency, µM (top dose mostly 38.3 µM), for inactives: top-dose activity change, negative = inhibition, most hits filed as inhibitors. 60,000 compounds, 0.1% hits. AID 927;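 further: potency means the concentration at half of the fitted maximal effect; nearly all actives have a fitted effect of over 60% in size; plate controls were DMSO for no effect and NEM full inhibition control for full effect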
#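 Inhibition is measured in a cell-free coupled assay with 20 nM USP2 core, 20 nM Ub-PLA2 and 20 uM NBD C6-HPC, 2.5 h incubation. Activity normalized to NEM control.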
# DNA Pol III inh: DNA polymerase III holoenzyme inhibition; reconstituted DNA polymerase III holoenzyme replication, biochemical; 71,000 compounds, 0.25% hits; Potency, µM (top dose mostly 57.1 µM), for the others: at the top dose activity change, negative = inhibition; further: potency means the concentration at half of the fitted maximal effect; on the % scale 0 is the no-effect control and ±100 the full control effect
#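 Reconstituted *E. coli* holoenzyme (0.35 nM Pol III, 1 nM beta, 154 nM SSB, 2 nM primase) was preincubated with compound for 15 min at RT. Synthesis on 1.4 nM ssM13Gori ran 35 min, then was stopped with PicoGreen/EDTA and read as dsDNA fluorescence.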
# An asterisk follows results filed as active; i = inactive; ? = inconclusive; . = no result given; [ ] = dose if it differs, or a comment. Unless noted, the call rests on the fitted dose curve; in most records, active means well fitted curve in the direction sought with a large enough effect; inconclusive means small, poorly fitted or top-dose-only effect, or another doubt; inactive means no such curve, though single readings can be large; an effect the other way counts as inactive or inconclusive.
SMILES,Casp1 inh,HADH2 inhib,HEK293 cAMP cs,Tau fil binding,15-hLO inh,BRCT PPI green,BRCT inh red,Rhodamine autofl,Caspase-7 inhib,USP2a inh,DNA Pol III inh
COc1ccc(S(=O)(=O)N2CC(C)N(S(=O)(=O)c3ccc(OC)cc3)CC2C)cc1 (stereo not drawn),0%,19%[11.4 µM],2%[11.4 µM],13%[11.4 µM],10%[11.4 µM],-2.2%,-0.3%,.,0%,-5%[7.66 µM],8%[11.4 µM]
CC(C)=CC1C(C(=O)O)C1(C)C (stereo not drawn),2%,.,.,.,-4%,-3.0%,1.4%,.,-6%,-2%,.
COC(=O)c1ccccc1NC(=O)C1CC(=O)N(c2ccccc2)C1 (stereo not drawn),-2%,-3%,29%,15%,3%,-4.3%,-0.1%,.,-3%,1%,-1%
Cn1c(=O)c2ccccc2n(Cc2ccccc2F)c1=O,-1%,-1%,24%,-3%,6%,0.5%,-0.6%,i,0%,0%,-1%
COc1cc2nc(NCC3CCCO3)n3nc(-c4cccnc4)nc3c2cc1OC (stereo not drawn),2%,21%,11%,17%,4%,-1.8%,-1.3%,i,2%,9%,-5%
COc1ccccc1NC(=O)CN(C)S(=O)(=O)c1ccc(F)cc1,0%,12%,7%,-1%,-4%,-5.0%,-3.1%,i,-1%,3%,-1%
CC1=NC(Nc2nc(C)c3ccccc3n2)=NC(C)(C)C1,1%,?,26%,61%,-1%,0.8%,2.2%,.,0%,17%,-29%
CCOc1ccc(CCNC(=O)C(C)n2nc(C)n3c(cc4occc43)c2=O)cc1OCC (stereo not drawn),-2%,-3%,14%,.,-6%,-1.2%,0.7%,.,-1%,.,.
O=C(O)CCCCCNc1nc(=S)[nH]c2ccccc12,-4%,?,17%,-6%,-11%,-4.6%,0.5%,i,-1%,-2%,-2%
COC(=O)Cc1c(C)nc2nc(-c3cccnc3)[nH]n2c1=O,0%,-10%,1%,-1%,1%,-1.2%,-0.2%,i,0%,1%,-1%
CC(C)N(Cc1nnc(-c2ccccc2Cl)o1)C(=O)c1cccc(C#N)c1,1%,7%,2%,-5%,3%,0.7%,1.4%,i,0%,26%,3%
CCOC(=O)c1cc2occc2n1CC(=O)NC1CCC(C)CC1 (stereo not drawn),-3%,13%,?,-6%,-14%,-1.1%,-0.8%,i,1%,-3%,-7%
O=C(CC1SC(=Nc2ccccc2)N(CCCO)C1=O)Nc1ccc(Cl)cc1 (stereo not drawn),-2%,-3%,-13%,-10%,-23%,-2.1%,0.3%,i,-6%,27%,2%
CC(=O)Nc1ccc(NC(=O)c2cccc(C(=O)OC(C)C)n2)cc1,-2%,5%,-1%,0%,8%,-2.9%,-1.1%,i,1%,14%,-6%
Cc1cc(NC2C3CC4CC(C3)CC2C4)n2nnnc2n1 (stereo not drawn),-10%,-30%,4%,-17%,-2%,-3.3%,-0.3%,i,-24%,121%[activator],-3%
COc1ccccc1N1CCN(CC(=O)Nc2ccc(C)c(F)c2)CC1,0%,6%,?,-17%,1%,3.4%,0.6%,i,0%,16%,1%
O=C(c1cc2c(s1)-c1ccccc1OC2)N1CCCC1,-12%,-7%,15%,63%,2%,0.5%,-0.9%,.,-21%,.,1%
CCS(=O)(=O)N1CCC[C@H]2CN3CCc4cc(OC)ccc4[C@@H]3C[C@@H]21,-2%,2%,20%,?,-22%[25.6 µM],-1.1%,-0.7%,.,1%,.,-5%
CCCc1[nH]nc2c1C1(CCOC1C)C(C#N)=C(N)O2 (stereo not drawn),-1%,8%,?,-7%,7%,0.8%,1.4%,i,2%,.,-15%
Cc1onc(-c2ccccc2)c1C(=O)N1CCCN(C(=O)c2c(-c3ccccc3)noc2C)CC1,1%,19%,17%,2%,7%,0.3%,-1.4%,i,0%,13%,3%
CC(=O)c1ccccc1OCC(O)CN1CCN(C(c2ccccc2)c2ccccc2)CC1 (stereo not drawn),-4%,-2%,-65%[inhibitor],115%,?,-6.0%,-1.4%,i,-3%,30%[activator],0%
CCn1c(NC2CCCCC2)nc2ccccc21,0%,3%,21%,0%,4%,1.0%,-1.6%,i,1%,3%,-4%
O=S(=O)(c1ccc2c(c1)OCCO2)N1CCC(n2nnc3cc(F)ccc32)CC1,-1%,22%,29%,-3%,1%,-0.6%,0.9%,i,1%,.,0%
CC(=O)OCC1OC(n2cnc3c(=O)[nH]cnc32)C(OC(C)=O)C1OC(C)=O (stereo not drawn),0%,.,.,.,1%,-2.3%,0.5%,.,-2%,-13%,.
CC1CC(C)CN(CCCNC(=O)CC2Oc3ccccc3NC2=O)C1 (stereo not drawn),1%,3%,0%,-6%,-12%,-1.1%,0.5%,.,0%,.,-3%
# (further entries)
SMILES,Casp1 inh,HADH2 inhib,HEK293 cAMP cs,Tau fil binding,15-hLO inh,BRCT PPI green,BRCT inh red,Rhodamine autofl,Caspase-7 inhib,USP2a inh,DNA Pol III inh
Cc1noc(NS(=O)(=O)c2ccc(N3Cc4ccccc4C3=O)cc2)c1C,8%,-3%,-6%,8%,3%,-1.4%,1.7%,i,1%,-2%,-3%
CN(C)S(=O)(=O)c1ccc(Nc2ccc(O)c3c2C(=O)c2c([N+](=O)[O-])ccc(O)c2C3=O)cc1,0%[11.5 µM],1%[11.4 µM],-46%[inhibitor][11.4 µM],1µM*,3%[11.4 µM],-2.6%[15.4 µM],-2.4%[15.4 µM],i,-7%[11.5 µM],.,-1%[11.4 µM]
c1ccc(C(c2ccccc2)N2CC[C@@]3(CCCNC3)C2)cc1,-7%,-2%,6%,?,-2%,-0.4%,-0.6%,i,-10%,65%[activator],-6%
COC(=O)c1cccc(NC(=O)c2cc3sccc3n2C)c1,-4%,23%,13µM*,-8%,-21%,-0.7%,1.7%,i,1%,14%,0%
Cc1nnc(SCC(=O)c2c(N)n(C)c(=O)n(C)c2=O)n1Cc1ccccc1,-3%,19%,-4%,2%,5%,-0.4%,-0.6%,i,-1%,1%,-8%
Cc1ccc(S(=O)(=O)N(CC(=O)N2CCCC2)C2CCCCC2)cc1,-1%,-2%[11.4 µM],22%[11.4 µM],-9%[11.4 µM],6%[11.4 µM],0.1%,0.8%,.,1%,10%[7.66 µM],-5%[11.4 µM]
CCOC(=O)c1cc2c(c(CSc3nc4ccccc4c(=O)n3Cc3ccco3)c1)OCOC2,-3%,21%,14%,7%,10%,1.1%,-2.0%,i,-2%,45%[activator],0%
CCNC(=O)CCCOc1ccc(Cl)cc1Cl,0%,-3%,?,10%,3%,-1.1%,-0.4%,.,0%,5%,-5%
CCN1C(=O)c2ccc(-c3nc4ccccc4c(=O)o3)cc2C1=O,-2%,-1%,0%,-5%,3%,-1.5%,-0.1%,.,1%,.,-3%
CN(Cc1nc(-c2cccnc2)no1)S(=O)(=O)c1ccccc1,0%,-9%,0%,-10%,-1%,-1.8%,-3.1%,i,0%,-1%,0%
Cc1nc(SCC(=O)Nc2ccc(F)cc2)c2oc3ccccc3c2n1,-4%,2%,?,2%,-9%,-2.5%,-0.1%,i,-3%,12%,2%
CN(C)S(=O)(=O)c1ccc(C(=O)Nc2ccc(F)cc2F)cc1,-2%,5%,7%,-7%,7%,-0.9%,-0.2%,.,0%,.,-2%
Cc1nc(NC2=NCN(Cc3ccccc3)CN2)nc2ccccc12,1%,-5%,0%,-10%,11%,-1.7%,0.1%,i,-1%,-2%,-3%
COc1ccc(C(CC(=O)Nc2nccs2)n2cccc2)cc1 (stereo not drawn),-2%,-10%,25%,-1%,6%,0.7%,0.6%,i,2%,5%,-1%
O=C(O)C1CC=C(Cl)CC1C(=O)NCc1ccccc1 (stereo not drawn),-2%,0%,7%,-6%,10%,-1.0%,-0.1%,i,0%,-5%,-3%
CCOC(=O)c1c(NC(=O)CSc2nc(C)cc(C)c2C#N)sc(C(C)=O)c1C,-1%,?,?,5%,-1%,-1.1%,2.1%,i,5%,1%,-1%
Cn1c(C(=O)Nc2ccc3c(c2)OCCO3)cc2c(=O)n(C)c3ccccc3c21,-6%,-3%,0%,i,-4%,-2.2%,0.0%,.,-3%,.,-4%
O=C(CSc1nnc2ccccn12)c1ccc(OC(F)F)cc1OC(F)F,0%,-14%,-12%,13µM*,-43%,5.0%,-0.1%,i,-1%,19%,-10%

# This is a subset (hit frequency here may not be typical).
